Screening results as filed in PubChem.
IMPase Li inh: cell-permeable IMPase inhibitors with lithium potentiation; CHO-M1 cells, IP1 TR-FRET (IP-One), carbachol + lithium; Potency, µM (titrated, usually from 59.4 µM), for inactives: at the top dose activity, negative = IMPase inhibition, actives largely listed as inhibitors; AID 1457; actives 0.35% (n = 210,000);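 further: IP1 builds up when IMPase is blocked and the TR-FRET signal falls; potency means the concentration at half of the fitted maximal effect; plate controls were basal vehicle for no effect and high inhibitor control for full effect; nearly all actives have a fitted effect of over 50% in size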
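CHO cells stably expressing M1 receptor (2000/well) were cultured 16–30 h, then exposed to compounds with a small lithium addition for 30 min at 37C. IP1 was measured by TR-FRET competition; AC50 from Hill fits.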
LMNA splice mod: LMNA splicing modulation | Potency, µM (highest dose often 46.1 µM), for the others: top-dose ratio change, negative = inhibition, usual class: inhibitors | actives 0.01% (n = 200,000) | HeLa LMNA splicing GFP/RFP minigene ratio, 48 h | AID 1487; active means well fitted inhibition curve with a large enough effect in the signal ratio, with a control signal flat, not every such curve was filed as active; inconclusive means small, poorly fitted or top-dose-only effect, or effect the other way, or a change in a side signal; the % refers to the signal ratio; further: potency means the concentration at half of the fitted maximal effect; on the % scale 0 is the no-effect control and ±100 the full control effect
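Read-out is the ratio of GFP to DsRed2 object intensity, acquired by 488 nm laser-scanning cytometry on HeLa lamin A-EGFP minigene reporter cells. Compound incubation 48 hrs at 37 °C in Opti-MEM with 2% FBS; DMSO 0.5% final.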
HTT aggregate: reduces HttQ103-GFP aggregates in PC12 cells | PC12 HttQ103-GFP aggregates, Acumen cytometry, 40 h | Potency, µM (top dose mostly 46.1 µM), for the others: at the highest dose activity change, negative = inhibition, most hits filed as inhibitors | actives 1.1% (n = 220,000) | AID 1688; further: potency means the concentration at half of the fitted maximal effect; on the % scale 0 is the no-effect control and ±100 the full control effect; nearly all actives have a fitted effect of over 60% in size
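Using laser scanning cytometry, GFP-positive aggregates were counted after lysis of PC12 cells induced with 100 nM tebufenozide to express HTT exon 1 Q103–GFP. Compounds were tested in titration.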
Luc counter: Kinase-Glo luciferase inhibition (counter-screen). Q27757. Kinase-Glo luciferase, ATP luminescence, 8 min. Potency, µM (doses to about 38.3 µM), without a hit: at the top dose activity change, negative = inhibition, most hits filed as inhibitors. actives 0.28% (n = 200,000); further: potency means the concentration at half of the fitted maximal effect; on the % scale 0 is the no-effect control and ±100 the full control effect; nearly all actives have a fitted effect of over 60% in size
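Inhibition of Kinase-Glo luciferase light generation was assessed at 10 uM ATP in pH 7.2 imidazole buffer, with luminescence measured after eight minutes at ambient temperature.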
NPSR antag: neuropeptide S receptor (human) antagonism, cAMP. CHO-NPSR cells, cAMP TR-FRET, antagonist mode. Potency, µM (highest dose often 38.3 µM), inactives show top-dose activity change, negative = inhibition, hits mostly inhibitors. actives 1% (n = 220,000); further: potency means the concentration at half of the fitted maximal effect; on the % scale 0 is the no-effect control and ±100 the full control effect; nearly all actives have a fitted effect of over 50% in size; many of its hits are not listed in these tables
Target sequence (Q6W5P4 whole entry, looked up): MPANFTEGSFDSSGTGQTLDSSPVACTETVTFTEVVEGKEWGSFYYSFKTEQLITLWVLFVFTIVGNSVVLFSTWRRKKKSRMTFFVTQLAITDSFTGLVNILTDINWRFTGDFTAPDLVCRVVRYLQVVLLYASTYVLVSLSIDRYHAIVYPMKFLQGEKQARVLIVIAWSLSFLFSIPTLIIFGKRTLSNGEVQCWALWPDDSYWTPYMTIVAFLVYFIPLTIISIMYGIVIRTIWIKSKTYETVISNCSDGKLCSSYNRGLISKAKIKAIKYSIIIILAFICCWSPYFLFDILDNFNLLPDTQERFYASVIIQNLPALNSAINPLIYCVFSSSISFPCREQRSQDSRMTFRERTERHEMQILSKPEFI
Epigenetic derep: epigenetic control regulation, reporter derepression; murine LDR cells, GFP reporter derepression, 30 h; Potency, µM (series often up to 53.9 µM), for the others: top-dose GFP activation, usual class: activators; actives 0.2% (n = 280,000); AID 1865; further: potency means the concentration at half of the fitted maximal effect; % of control where 0% means no effect; nearly all actives have a fitted effect of over 60% in size
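Reporter derepression read as number of fluorescent GFP-positive objects, 20-120 um in size, counted by laser-scanning cytometer. Mouse LDR line with an epigenetically silenced CMV-GFP locus; compound incubation 30 h, 37 C.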
CBFb-RUNX1 inh: CBF-beta/RUNX1 interaction disruption. Q01196+Q13951. AlphaScreen CBFb-His/RUNX1-biotin binding, biochemical. Potency, µM (highest dose often 59.8 µM), without a hit: at the top dose activity, negative = inhibition, hits mostly inhibitors. 230,000 tested, under 10 active. AID 1477; further: % of control where 0% means no effect
Target sequence (Q01196 whole entry, looked up): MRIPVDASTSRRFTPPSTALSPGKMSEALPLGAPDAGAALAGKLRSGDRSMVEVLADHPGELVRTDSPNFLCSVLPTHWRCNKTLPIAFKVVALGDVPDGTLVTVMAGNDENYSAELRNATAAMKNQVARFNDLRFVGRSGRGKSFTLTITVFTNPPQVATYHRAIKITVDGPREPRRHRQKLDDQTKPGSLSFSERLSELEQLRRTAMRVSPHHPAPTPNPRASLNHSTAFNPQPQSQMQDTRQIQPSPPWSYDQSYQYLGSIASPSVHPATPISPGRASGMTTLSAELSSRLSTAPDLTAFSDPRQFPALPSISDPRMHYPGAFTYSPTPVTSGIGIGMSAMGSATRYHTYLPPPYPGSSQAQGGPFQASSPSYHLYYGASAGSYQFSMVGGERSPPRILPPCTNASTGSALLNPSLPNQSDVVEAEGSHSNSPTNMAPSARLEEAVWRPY
Target sequence (Q13951 whole entry, looked up): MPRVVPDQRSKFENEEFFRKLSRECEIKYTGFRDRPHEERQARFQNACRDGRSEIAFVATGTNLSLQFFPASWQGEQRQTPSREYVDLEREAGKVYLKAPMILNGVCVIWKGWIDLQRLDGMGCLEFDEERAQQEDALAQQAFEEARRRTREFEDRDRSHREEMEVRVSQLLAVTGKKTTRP
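Proteins preincubated together for 20 min at RT before compound addition; 15 min later, nickel and streptavidin beads were added and left 90 min prior to AlphaScreen measurement.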
Active calls of the source: *; [ ] = remark or other dose. Unless noted, the call rests on the fitted dose curve; in most records, active means well fitted curve in the direction sought with a large enough effect; inconclusive means small, poorly fitted or top-dose-only effect, or another doubt; inactive means no such curve, though single readings can be large; an effect the other way counts as inactive or inconclusive. Some of the compounds tested; the hit share may differ from the screen's.

For CC(=O)Nc1ccc(S(=O)(=O)NCc2csc(-c3cccnc3)n2)cc1 the results were IMPase Li inh 9%[38.3 µM], LMNA splice mod 8%, HTT aggregate -7%, Luc counter 0%, NPSR antag -11%[46.1 µM], Epigenetic derep -0.8% and CBFb-RUNX1 inh 13%.
Cc1nn(-c2ccccc2)c2sc(C(=O)c3c(N)n(C)c(=O)n(C)c3=O)cc12 was read as IMPase Li inh inconclusive, LMNA splice mod inconclusive, HTT aggregate 6%, Luc counter 4%, NPSR antag 26%[46.1 µM], Epigenetic derep -2.7% and CBFb-RUNX1 inh -4%.
Screening Cc1ccc(CSc2nnc(-c3ccc4c(c3)OCO4)o2)cc1 returned IMPase Li inh -27%[38.3 µM], LMNA splice mod inconclusive, HTT aggregate -10%, Luc counter -6%, NPSR antag -20%[46.1 µM], Epigenetic derep -3.9% and CBFb-RUNX1 inh -2%.
O=C(CC1Oc2ccccc2NC1=O)NC1CCCC1 (configuration not stated) was read as IMPase Li inh -12%[38.3 µM], LMNA splice mod -7%, HTT aggregate -13%, Luc counter 2%, NPSR antag -12%[46.1 µM], Epigenetic derep 0.8% and CBFb-RUNX1 inh 0%.
For CC(C)CC(NC(=O)C(CO)NC(=O)C1CCC(=O)N1)C(N)=O (configuration not stated) the results were IMPase Li inh 8%, LMNA splice mod inconclusive, HTT aggregate -4%, Luc counter 0%, NPSR antag 12%, Epigenetic derep -0.4% and CBFb-RUNX1 inh 6%.
For COCCn1c(SCC(=O)c2ccc3c(c2)OCCO3)nnc1C(C)C the results were IMPase Li inh 10%[38.3 µM], LMNA splice mod -4%, HTT aggregate 7%, Luc counter -3%, NPSR antag -10%[46.1 µM], Epigenetic derep 0.0% and CBFb-RUNX1 inh 6%.
O=C(N/N=C/c1ccco1)c1cc(C2CC2)nc2ccccc12 was read as IMPase Li inh -10%, LMNA splice mod -15%, HTT aggregate -23%, Luc counter 2%, NPSR antag 4%, Epigenetic derep 0.0% and CBFb-RUNX1 inh -2%.
C=CCOC(=O)c1[nH]c2c(c1C)C(=O)CC(c1cc(OC)c(OC)c(OC)c1)C2 (configuration not stated) was read as IMPase Li inh 19%, LMNA splice mod inconclusive, HTT aggregate -15%, Luc counter 4%, NPSR antag -2%, Epigenetic derep -1.0% and CBFb-RUNX1 inh 1%.
For CCOc1ccc(C(Nc2cccnc2)c2cc(Cl)c3cccnc3c2O)cc1 (configuration not stated) the results were IMPase Li inh -6%, HTT aggregate -9%[9.22 µM], Luc counter -2%, NPSR antag 4%, Epigenetic derep -4.5% and CBFb-RUNX1 inh 16%.
Screening Cc1nnc(SCCN2CCOCC2)c2nn(-c3ccccc3F)c(C)c12 returned IMPase Li inh 1%, LMNA splice mod inconclusive, HTT aggregate -11%, Luc counter 0%, NPSR antag 2%, Epigenetic derep 1.6% and CBFb-RUNX1 inh 1%.
Cc1ccc(C)c(OCC(O)CN2CCCCC2C)c1 (configuration not stated) was read as IMPase Li inh 2%[38.3 µM], LMNA splice mod -7%, HTT aggregate 5%, Luc counter 14%, NPSR antag -14%[46.1 µM], Epigenetic derep -0.4% and CBFb-RUNX1 inh 6%.
Screening O=C(COc1ccccc1)OC(C(=O)c1ccccc1)c1ccccc1 (configuration not stated) returned IMPase Li inh -2%, LMNA splice mod -4%, HTT aggregate 23%, Luc counter 3%, NPSR antag -4%[46.1 µM], Epigenetic derep 0.0% and CBFb-RUNX1 inh 26%.

Three successive compounds already listed, for reference:
For CC(=O)Nc1ccc(S(=O)(=O)NCc2csc(-c3cccnc3)n2)cc1 the results were IMPase Li inh 9%[38.3 µM], LMNA splice mod 8%, HTT aggregate -7%, Luc counter 0%, NPSR antag -11%[46.1 µM], Epigenetic derep -0.8% and CBFb-RUNX1 inh 13%.
Cc1nn(-c2ccccc2)c2sc(C(=O)c3c(N)n(C)c(=O)n(C)c3=O)cc12 was read as IMPase Li inh inconclusive, LMNA splice mod inconclusive, HTT aggregate 6%, Luc counter 4%, NPSR antag 26%[46.1 µM], Epigenetic derep -2.7% and CBFb-RUNX1 inh -4%.
Screening Cc1ccc(CSc2nnc(-c3ccc4c(c3)OCO4)o2)cc1 returned IMPase Li inh -27%[38.3 µM], LMNA splice mod inconclusive, HTT aggregate -10%, Luc counter -6%, NPSR antag -20%[46.1 µM], Epigenetic derep -3.9% and CBFb-RUNX1 inh -2%.

(cont.)
`CC(=O)c1nc2ccccc2n1CCc1ccccc1` gave IMPase Li inh 12%, LMNA splice mod inconclusive, HTT aggregate -10%[9.22 µM], Luc counter 0%, NPSR antag -7%, Epigenetic derep -1.5% and CBFb-RUNX1 inh 4%.
Screening CC(C)(C)Cc1nnc(NC(=O)CN2C(=O)c3ccccc3C2=O)s1 returned IMPase Li inh 16%, HTT aggregate 21%[9.22 µM], Luc counter -2%, NPSR antag -23%, Epigenetic derep -0.2% and CBFb-RUNX1 inh -1%.
Cc1ccc(N2CCN(C(=O)CNS(=O)(=O)c3ccc(Br)s3)CC2C)cc1 (configuration not stated) was read as IMPase Li inh 2%[38.3 µM], LMNA splice mod 2%, HTT aggregate -23%, Luc counter 4%, NPSR antag -13%[46.1 µM], Epigenetic derep 0.0% and CBFb-RUNX1 inh -3%.
Screening CCn1c(-c2nn(C)cc2Cl)n[nH]c1=S returned IMPase Li inh -3%, LMNA splice mod inconclusive, HTT aggregate 1%, Luc counter 3%, NPSR antag 20%, Epigenetic derep 1.6% and CBFb-RUNX1 inh -1%.
Screening Cc1ccnc(NS(=O)(=O)c2ccc(N3C(=O)c4c(Cl)c(Cl)c(Cl)c(Cl)c4C3=O)cc2)n1 returned IMPase Li inh -5%, LMNA splice mod -6%, HTT aggregate 3%, Luc counter 3%, NPSR antag -48%, Epigenetic derep -0.1% and CBFb-RUNX1 inh 5%.
Screening CCCS(=O)(=O)N1CCCC(C(=O)N2CCC(Cc3ccccc3)CC2)C1 (configuration not stated) returned IMPase Li inh 25%[38.3 µM], LMNA splice mod -16%, HTT aggregate inconclusive, Luc counter 2%, NPSR antag -10%[46.1 µM], Epigenetic derep 0.0% and CBFb-RUNX1 inh 8%.
Screening CCCC(C)n1[nH]c(=O)cc1N (configuration not stated) returned IMPase Li inh 1%, LMNA splice mod -5%, HTT aggregate -15%, Luc counter -1%, NPSR antag -7%[46.1 µM], Epigenetic derep 1.2% and CBFb-RUNX1 inh 14%.
`c1cn2cc(CN3CCOCC3)nc2s1` gave IMPase Li inh 1%[38.3 µM], LMNA splice mod 1%, HTT aggregate -7%, Luc counter 1%, NPSR antag 6%[46.1 µM], Epigenetic derep -1.0% and CBFb-RUNX1 inh 3%.
Screening O=C(COC(=O)c1ccco1)Nc1ccc(Br)cc1 returned IMPase Li inh -3%[38.3 µM], LMNA splice mod 1%, HTT aggregate 9%, Luc counter 10%, NPSR antag 2%[46.1 µM], Epigenetic derep -0.7% and CBFb-RUNX1 inh 0%.
NC(=O)NC(=O)CSc1nc(-c2ccccc2)c(-c2ccccc2)n1CC1CCCO1 (configuration not stated) was read as IMPase Li inh -5%[38.3 µM], LMNA splice mod 7%, HTT aggregate 5%, Luc counter 1%, NPSR antag -1%[46.1 µM], Epigenetic derep 2.1% and CBFb-RUNX1 inh -9%.
Screening Cc1cc(Cl)ccc1OCC(=O)NCCCCc1ccccc1 returned IMPase Li inh 8%, LMNA splice mod -8%, HTT aggregate inconclusive, Luc counter 0%, NPSR antag -13%, Epigenetic derep 2.0% and CBFb-RUNX1 inh 23%.
O=C(CCCc1cccs1)Nc1nccs1 was read as IMPase Li inh 1%, HTT aggregate 23%, Luc counter 0%, NPSR antag 6%, Epigenetic derep 0.9% and CBFb-RUNX1 inh 5%.
Screening CC(=O)COc1ccc2c3c(c(=O)oc2c1)CCCC3 returned IMPase Li inh -13%[38.3 µM], LMNA splice mod 12%, HTT aggregate -6%, Luc counter -6%, NPSR antag -16%[46.1 µM], Epigenetic derep -2.2% and CBFb-RUNX1 inh 1%.
Screening CCCCn1nc(C(=O)Nc2ccc(S(=O)(=O)Nc3ncccn3)cc2)c2ccccc2c1=O returned IMPase Li inh 0%, LMNA splice mod 24%[9.22 µM], HTT aggregate -8%, Luc counter 0%, NPSR antag 10%, Epigenetic derep -4.0% and CBFb-RUNX1 inh -5%.
CCCNC(=O)c1n[nH]c(=O)c2ccccc12 was read as LMNA splice mod 13%, HTT aggregate -2%, NPSR antag 0%[46.1 µM], Epigenetic derep -6.1% and CBFb-RUNX1 inh 3%.
CCOC(=S)N/C(=N\S(=O)(=O)c1ccccc1)c1ccccc1 was read as IMPase Li inh -5%, LMNA splice mod -9%, HTT aggregate 20%, Luc counter 3%, NPSR antag 9%[46.1 µM], Epigenetic derep -0.8% and CBFb-RUNX1 inh 3%.
`CC1=Nc2ccccc2N=C(NC(=O)CSC(=S)N2CCN(C)CC2)C1c1ccccc1` (configuration not stated) gave HTT aggregate 14%[9.22 µM], NPSR antag 20%, Epigenetic derep 0.5% and CBFb-RUNX1 inh -8%.
For O=C(CSc1nc2ccccc2c(=O)n1-c1cccc(C(F)(F)F)c1)NC1CC1 the results were IMPase Li inh 3%[38.3 µM], LMNA splice mod 2%, HTT aggregate -29%, Luc counter -3%, NPSR antag -11%[46.1 µM], Epigenetic derep -2.9% and CBFb-RUNX1 inh 0%.
`C/C(=N\NC(=O)c1cc(Br)ccc1O)c1cccs1` gave IMPase Li inh 0%, HTT aggregate -14%, Luc counter -7%, NPSR antag -8%, Epigenetic derep -2.5% and CBFb-RUNX1 inh 4%.
COc1ccccc1-c1nnc(SCC(=O)Nc2c(Cl)cccc2Cl)o1 was read as IMPase Li inh 18%[38.3 µM], LMNA splice mod inconclusive, HTT aggregate -16%, Luc counter -6%, NPSR antag -15%[46.1 µM], Epigenetic derep 1.0% and CBFb-RUNX1 inh 0%.
Screening C=CCN1C=CC=C/C1=C1\SC(=S)N(C)C1=O returned IMPase Li inh 16%, HTT aggregate 5%, Luc counter -3%, NPSR antag 9%, Epigenetic derep -3.5% and CBFb-RUNX1 inh -8%.
`COC(=O)Cn1nnc2c(cnn2-c2ccccc2)c1=O` gave IMPase Li inh 1%, LMNA splice mod 5%[46 µM], HTT aggregate 6%[9.22 µM], Luc counter -3%, NPSR antag 0%, Epigenetic derep -4.3% and CBFb-RUNX1 inh 10%.
`COc1cccc(C(=O)CN2CCC(NC(=O)NC3CCCCC3)CC2)c1` gave IMPase Li inh 16%[38.3 µM], LMNA splice mod -7%, HTT aggregate -14%, Luc counter 5%, NPSR antag -18%[46.1 µM], Epigenetic derep -1.1% and CBFb-RUNX1 inh 12%.
For C=C(C)CSc1nnc2n(N)c(=O)c3ccccc3n12 the results were IMPase Li inh 15%[38.3 µM], LMNA splice mod 8%, HTT aggregate inconclusive, Luc counter -2%, NPSR antag -11%[46.1 µM], Epigenetic derep -0.2% and CBFb-RUNX1 inh -1%.
